Screens from PubChem BioAssay.
TRb SRC2 PPI: disrupts binding of human TR beta to SRC2. 0.065% of 280,000 active. Potency, µM (titrated, usually from 106 µM), for the others: at the top dose activity change, negative = inhibition, hits mostly inhibitors. AID 1469. P10828. TRbeta-SRC2 peptide binding, fluorescence polarization; receptor liganded with 1 µM T3;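 further: plate controls were bound peptide for no effect and peptide without receptor for full effect; nearly all actives have a fitted effect of over 50% in size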
Target sequence (P10828 whole entry, looked up): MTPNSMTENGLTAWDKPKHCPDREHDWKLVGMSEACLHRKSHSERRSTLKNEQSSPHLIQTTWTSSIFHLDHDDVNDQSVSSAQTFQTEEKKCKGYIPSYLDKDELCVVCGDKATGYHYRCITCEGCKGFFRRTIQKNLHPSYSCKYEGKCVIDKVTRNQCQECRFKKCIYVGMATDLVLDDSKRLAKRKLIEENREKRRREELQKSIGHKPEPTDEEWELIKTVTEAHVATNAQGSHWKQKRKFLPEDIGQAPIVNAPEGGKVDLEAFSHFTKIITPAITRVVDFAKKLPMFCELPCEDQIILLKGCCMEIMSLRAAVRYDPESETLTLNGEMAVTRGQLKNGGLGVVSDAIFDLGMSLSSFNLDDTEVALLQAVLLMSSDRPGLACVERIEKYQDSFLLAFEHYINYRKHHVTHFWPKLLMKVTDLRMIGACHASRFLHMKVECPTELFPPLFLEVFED
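Binding of a 20-amino-acid Texas Red SRC2 peptide (20 nM) to TRb ligand-binding domain (0.6 uM) with agonist T3 at 1 uM was followed by fluorescence polarization after a 5 hr room-temperature incubation.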
HTT ATP protect: cytoprotection in Huntington HTT-Q103 PC12 cell model; Potency, µM (highest dose often 56.4 µM), inactives show cytoprotection (ATP increase), hits mostly activators; 0.14% of 230,000 active; AID 1471; PC12 HTT-Q103 induced, cytoprotection, ATP luminescence, 40 h;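 further: % of control where 0% means no effect; nearly all actives have a fitted effect of over 45% in size; toxic huntingtin expression switched on by the ecdysone agonist tebufenozide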
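Cells were plated at 1500 per well in phenol red-free DMEM with 5% equine and 5% calf serum. Tebufenozide (100 nM final) and compounds were added, then ATPlite reagent, and luminescence was read.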
Tau fibril FP: inhibitors of human tau fibril formation; 0.39% of 280,000 active; Potency, µM (titrated, usually from 57.7 µM), for inactives: at the top dose activity, negative = inhibition, actives largely listed as inhibitors; K18 P301L tau heparin fibrillization, Alexa594 FP, 6 h; AID 1468; P10636; further: on the % scale 0 is the no-effect control and ±100 the full control effect; nearly all actives have a fitted effect of over 55% in size
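Heparin (20 uM) drove fibril formation of recombinant tau K18 P301L, 15 uM unlabeled with 0.24 uM Alexa 594 label, for 6 hr at 37 C in 100 mM sodium acetate pH 7. Fluorescence polarization (555/632 nm) read 1 hr after 30 uM ThT.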
Tau fibril ThT: inhibitors of human tau fibril formation, thioflavin T binding; P10636; recombinant tau K18 P301L, heparin-induced fibrillization, ThT fluorescence; Potency, µM (doses to about 57.4 µM), for inactives: at the highest dose activity, negative = inhibition, most hits filed as inhibitors; 2.1% of 270,000 active; AID 1460; further: on the % scale 0 is the no-effect control and ±100 the full control effect; nearly all actives have a fitted effect of over 55% in size
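In this qHTS, human K18 P301L tau is incubated with compound and heparin for 6 hr at 37 C, and Thioflavin T fluorescence then reports fibril load.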
TexasRed fluor: alters Texas Red total fluorescence, flagging assay interference; 0.29% of 280,000 active; TRb/SRC2 Texas Red total fluorescence interference; Potency, µM (doses to about 106 µM), inactives show at the highest dose fluorescence change, negative = quenching; active means well fitted curve in either direction with a large enough effect; inconclusive means small, poorly fitted or top-dose-only effect; further: on the % scale 0 is the no-effect control and ±100 the full control effect
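Human TRb ligand-binding domain at 0.6 uM with 20 nM Texas Red SRC2 peptide in Tris buffer containing 1 uM T3 and 5% DMSO, incubated with compound 5 h at ambient temperature. Total fluorescence (555/632 nm) calculated as parallel + 2 × perpendicular.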
L3MBTL1 block: inhibitors of human L3MBTL1. 0.66% of 230,000 active. AlphaScreen L3MBTL1–H3K9me1 peptide binding. Potency, µM (top dose mostly 57.1 µM), for the others: top-dose activity, negative = inhibition, most hits filed as inhibitors. Q9Y468. AID 485360; further: on the % scale 0 is the no-effect control and ±100 the full control effect; nearly all actives have a fitted effect of over 60% in size
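L3MBTL1 (50 nM) pre-complexed 30 min with biotinylated H3(1-15)K9me1 peptide (75 nM), then compounds added for 30 min at room temperature; AlphaScreen streptavidin donor/nickel chelate acceptor beads (10 ug/mL final) read after 30 min dark incubation.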
Tau fluor counter: counter-screen for tau fibril formation inhibitors. tau K18 P301L (four-repeat tau fragment) Alexa594 fluorescence, heparin fibrillization. Potency, µM (highest dose often 57.7 µM), for inactives: at the highest dose activity change, negative = decrease. 0.93% of 280,000 active. AID 1463; further: on the % scale 0 is the no-effect control and ±100 the full control effect; nearly all actives have a fitted effect of over 55% in size
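Human K18 P301L tau (15 uM unlabeled plus 0.24 uM Alexa 594-labeled, final) in 100 mM sodium acetate pH 7 was mixed with compound and 20 uM heparin and incubated 6 hr at 37 C.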
RECQ1 inh: blocks DNA unwinding by human RECQ1. AID 2549. RECQ1 DNA unwinding, red fluorescence kinetic read. 0.54% of 240,000 active. Potency, µM (top dose mostly 57.3 µM), for inactives: top-dose activity, negative = inhibition, most hits filed as inhibitors. P46063;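 further: plate controls were vehicle for no effect and no enzyme for full effect; nearly all actives have a fitted effect of over 30% in size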
Target sequence (P46063 whole entry, looked up): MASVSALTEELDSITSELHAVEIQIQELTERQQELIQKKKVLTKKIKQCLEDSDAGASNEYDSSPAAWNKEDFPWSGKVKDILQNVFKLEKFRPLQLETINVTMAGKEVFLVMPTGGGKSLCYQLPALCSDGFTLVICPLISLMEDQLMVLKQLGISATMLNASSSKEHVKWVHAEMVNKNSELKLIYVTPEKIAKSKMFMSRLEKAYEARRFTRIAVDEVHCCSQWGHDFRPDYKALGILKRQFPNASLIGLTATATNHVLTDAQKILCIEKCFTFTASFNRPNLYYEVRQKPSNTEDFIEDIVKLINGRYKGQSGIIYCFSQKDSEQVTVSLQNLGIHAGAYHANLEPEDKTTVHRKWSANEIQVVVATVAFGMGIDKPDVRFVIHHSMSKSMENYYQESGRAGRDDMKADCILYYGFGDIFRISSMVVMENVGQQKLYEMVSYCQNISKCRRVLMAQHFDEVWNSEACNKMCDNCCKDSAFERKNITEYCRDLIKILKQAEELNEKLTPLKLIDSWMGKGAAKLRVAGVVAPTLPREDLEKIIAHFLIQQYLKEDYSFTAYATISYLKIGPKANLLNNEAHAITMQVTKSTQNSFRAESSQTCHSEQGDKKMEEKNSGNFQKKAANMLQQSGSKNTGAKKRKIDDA
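RECQ1T1 50 nM; forked duplex (20 bp + 30-nt ss tails) 200 nM, ATP 2 mM final; pH 8.0, 2 mM MgCl2, 2.5 ug/ml poly(dI-dC); 15 min compound preincubation; discontinuous kinetic read over 2 h at RT.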
* marks the source's active call; other numbers are inactive results; i = inactive; ? = inconclusive; nt = not tested or not shown; [ ] = dose if it differs, or a comment. Unless noted, the call rests on the fitted dose curve; in most records, active means well fitted curve in the direction sought with a large enough effect; inconclusive means small, poorly fitted or top-dose-only effect, or another doubt; inactive means no such curve, though single readings can be large; an effect the other way counts as inactive or inconclusive. Potency means the concentration at half of the fitted maximal effect. A portion of the library, so the mix of outcomes need not match the whole.

SMILES	TRb SRC2 PPI	HTT ATP protect	Tau fibril FP	Tau fibril ThT	TexasRed fluor	L3MBTL1 block	Tau fluor counter	RECQ1 inh
O=C(O)C1Cc2ccccc2CN1S(=O)(=O)/C=C/c1ccccc1 (centres undefined)	4%	1%[10 µM]	0%	-13%	1%	-5%	0%	11%
Cc1ccc(NC2=NCCCCC2)cc1	6%	-5%	?	-8%	1%	nt	-12%	i
CONc1nc(NC(C)(C)C)nc(OCC#N)n1	5%	31%[10 µM]	-4%	0%	-1%	4%	-3%	-16%
CCOC(=O)c1cnc(SCc2ccc(C)cc2)nc1N	-1%	-9%	-1%	?	0%	3%[11.4 µM]	-21%	?
O=C(O)C/C=C(\NC(=O)OCc1ccccc1)C(=O)OCc1ccccc1	3%	1%	-6%	-6%	-2%	nt	-7%	-5%
CN(c1ccc(C(=O)NCc2ccc3c(c2)OCO3)cc1)S(C)(=O)=O	0%	-14%[0.074 µM]	2%	-1%	2%	-3%	6%	-6%
Cc1cnc(C(=O)Nc2ccc3c(c2)CCC3)cn1	-6%	-52%[inhibitor][10 µM]	3%	?	-1%	2%	-6%	1%
Cc1ccn2cc(-c3nonc3C)cc2c1	-13%	3%	12%	?	4%	-2%[11.4 µM]	-25%	-7%
Cc1ccc(-n2cc(-c3ccc([N+](=O)[O-])cc3)[nH]c2=S)c(C)c1	-1%	-2%[10 µM]	-3%	?	0%	-12%	-28%	-13%
C=CC1=C2C=C(C3CC3)N(CCCOC(C)C)C=C2C(=O)C(C)(OC(=O)c2ccco2)C1=O (centres undefined)	-1%[11.2 µM]	-24%[10 µM]	-4%[11.6 µM]	-12%[11.5 µM]	-13%[11.2 µM]	nt	-5%[11.6 µM]	12%[11.5 µM]
COc1cc(C2C(C#N)=C(N)Oc3c2oc(CO)cc3=O)ccc1OC(C)C (centres undefined)	-18%	-23%	-4%	-14%	0%	2%	-4%	i
CC(C)NS(=O)(=O)c1ccc(CCC(=O)N2CCCC2)cc1	-1%	nt	-3%	1%	0%	12%	2%	i
CNC(=S)N/N=C/c1ccc(OCc2ccccc2)c(Br)c1	2%	nt	-3%	-7%	-1%	-4%	1%	-1%
CN(C)S(=O)(=O)c1cc(C(=O)O)c(NC2CCCCC2)cc1Cl	-8%	-7%	6%	-7%	1%	nt	-5%	-8%
Cc1cc(C)n(-c2nc3ccccc3nc2N2CCC(C)CC2)n1	1%	-8%	1%	-14%	-2%	nt	-11%	-4%
Cn1ccnc1C1CCCCN1Cc1nc(Cc2cccc(C(F)(F)F)c2)no1 (centres undefined)	-3%	-28%	3%	-2%	-3%	-15%	1%	-5%
COc1ccc(NC(=O)CN2CC(C)OC(C)C2)cc1Cl (centres undefined)	4%	-4%[10 µM]	-7%	7%	3%	30%[activator]	7%	0%
COc1ccc(CN2CCN(C(=O)c3cccs3)CC2)cc1Br	-4%	-4%	1%	-1%	-5%	-8%	0%	-2%
CN1CCN(/N=C/c2ccc(Br)cc2)CC1	7%	-3%[10 µM]	-5%	-6%	2%	-11%	-1%	1%
Cc1nn(Cc2ccc(Cl)cc2Cl)c(C)c1NC(=O)c1nc2n(n1)C(C(F)F)CC(C)N2 (centres undefined)	-12%	-20%	-8%	-14%	0%	-2%	-16%	-3%
O=C(NC1CC1)C1=C[C@H](C2CCCCC2)C[C@H](OCCCCO)O1	-1%	18%[10 µM]	-7%	5%	-1%	nt	14%	i
Cc1ccc(-c2nnc(N)o2)cc1	-2%	nt	5%	1%	1%	9%	6%	1%
CC1(C)CC(=O)C2=C(C1)N(Cc1ccco1)C(=O)C2(NC(=O)c1ccc(Cl)cc1Cl)C(F)(F)F (centres undefined)	5%	-7%	3%	-7%	-6%	-4%	-3%	-6%
Cc1cc(C)cc(OCC(=O)Nc2ccc(N3CCCC3)cc2)c1	-12%	-45%[inhibitor]	10%	?	-4%	-14%	?	-4%
CCNC1=C(Cl)C(=O)c2ccccc2C1=O	1%	-25%	-4%	18µM*	-11%	nt	?	-2%
CCn1c(O)c(C=Nc2ccccc2)sc1=O	1%	nt	-4%	-17%	0%	-4%	-11%	20%
O=C(Nc1cc(C(F)(F)F)ccc1-n1cnc2ccccc21)c1ccccc1	-17%	7%[10 µM]	4%	3%	-2%	5%	0%	-3%
C=CCN1C(=O)CSc2ccc(C(=O)NCCC3=CCCCC3)cc21	0%	-5%	11%	-21%	-3%	nt	-10%	-2%
COC(=O)CSC1=C(C#N)C(c2ccc(C(C)C)cc2)CC(=O)N1 (centres undefined)	-9%	-2%	8%	-6%	-1%	nt	-14%	-7%
COc1cccc(C(=O)c2c[nH]c(C(=O)NCc3ccco3)c2)c1	-5%	4%[10 µM]	2%	-7%	1%	-3%	-7%	-11%
Cc1ccc(CNC(=O)C(=O)Nc2c3c(nn2-c2ccc(F)cc2)CSC3)cc1	-7%	nt	-7%	-5%	1%	nt	1%	nt
CCc1ccc(NC(=O)c2sc3ncnc(N(C)C4CCCCC4)c3c2C)cc1	0%	nt	3%	-14%	-25%	nt	-13%	nt
CCCN(C(=O)c1cccs1)c1nnc(-c2ccncc2)s1	-6%	-12%[10 µM]	0%	-17%	-2%	13%	-8%	-16%
CCOCCCNCc1cccc(OCc2ccc(F)cc2)c1	-5%	10%[10 µM]	3%	-7%	-5%	7%	-14%	3%
CCCCCCCCCCCNC(=O)c1ccoc1C	-8%	1%[10 µM]	-1%	-10%	-4%	1%	-5%	i
COc1cc2cccc(OC)c(=O)c2c(OC)c1OC	11%	-1%	-12%	-14%	0%	-5%	-6%	-7%
Cc1cc(NCCN2CCCCC2)n2c(nc3ccccc32)c1C#N	0%	-1%[0.074 µM]	-4%	-2%	-1%	-12%	-1%	1%
COC(=O)COc1ccc2c(=O)c(-c3ccccc3)coc2c1	2%	-9%[10 µM]	-8%	?	0%	14%	-7%	i
CC1CCC/C(=N\NC(=S)Nc2ccccc2)C1 (centres undefined)	-4%	3%[10 µM]	4%	?	0%	-11%	-23%	-2%
Cc1nc2nc(SCC(=O)NCc3ccccc3)nn2c(C)c1Cc1ccccc1	2%	nt	-2%	-8%	-1%	nt	-14%	nt
COc1cc(NC(=O)c2ccc(OC)c([N+](=O)[O-])c2)ccc1NC(=O)c1ccco1	9%	-9%[10 µM]	-10%	nt	-1%	nt	?	-7%
O=C(OCc1ccc2c(c1)OCO2)c1ccc(S(=O)(=O)N2CCCCC2)cc1	-4%	-3%	?	0%	-3%	9%	-4%	-6%
CCOc1ccc(C2=C(C(=O)CC)Sc3nncn3N2C(=O)CC)cc1	-4%	nt	-14%	3.2µM*	-3%	nt	-29%	nt
CNC(=S)N/N=C(\C)c1ccc(-n2ccnc2)cc1	-3%	3%	-4%	-18%	-1%	nt	-5%	7%
COc1ccc(C2/C(=C(\O)c3ccc(OC)c(Cl)c3)C(=O)C(=O)N2CCN(C)C)cc1 (centres undefined)	4%	-23%[0.074 µM]	4%	-5%	2%	3%	-4%	-3%
Cc1ccc(-n2c(-c3ccncc3)n[nH]c2=S)c(C)c1	-7%	-37%	1%	-3%	0%	0%	0%	i
CCOC(=O)c1cccc(S(=O)(=O)N2CCCC2)c1	7%	nt	4%	-2%	1%	-2%	-1%	-9%
CCn1c(=O)cc(SCC(=O)N2CCOCC2)c2ccccc21	-17%	-5%[10 µM]	4%	1%	2%	-1%	10%	-12%

Whole records from above. Screens in order: TRb SRC2 PPI	HTT ATP protect	Tau fibril FP	Tau fibril ThT	TexasRed fluor	L3MBTL1 block	Tau fluor counter	RECQ1 inh
COC(=O)CSC1=C(C#N)C(c2ccc(C(C)C)cc2)CC(=O)N1 (centres undefined) as listed: -9%	-2%	8%	-6%	-1%	nt	-14%	-7%
CCNC1=C(Cl)C(=O)c2ccccc2C1=O as listed: 1%	-25%	-4%	18µM*	-11%	nt	?	-2%
CCOc1ccc(C2=C(C(=O)CC)Sc3nncn3N2C(=O)CC)cc1 as listed: -4%	nt	-14%	3.2µM*	-3%	nt	-29%	nt

Remaining list, next part.
SMILES	TRb SRC2 PPI	HTT ATP protect	Tau fibril FP	Tau fibril ThT	TexasRed fluor	L3MBTL1 block	Tau fluor counter	RECQ1 inh
CCOC(=O)c1c(CN2CCCCC2)n(C)c2cc(Br)c(O)cc12	-2%	-28%	4%	-13%	-4%	nt	-15%	-5%
CCC1C(=O)N=C(SCC(=O)Nc2ccccc2)NC1=O (centres undefined)	6%	1%[10 µM]	8%	-13%	-6%	?	1%	-7%
Cc1ccc2nsnc2c1S(=O)(=O)NCc1ccc2c(c1)OCO2	-3%	-11%[10 µM]	-2%	3%	0%	3%	2%	-1%
CC1(C)CO[C@@H](CC(=O)O)CN1	-4%	?	2%	-2%	1%	nt	-6%	-1%
Nc1ccc2nc(NC(=O)C3CCCCC3)sc2c1	8%	-43%[10 µM]	15%	-10%	-1%	-12%	-7%	i
CCCNCC1COc2ccccc2O1 (centres undefined)	-19%	-19%	-2%	-8%	0%	nt	-5%	i
COc1cccc(Cn2cc(C(=O)c3ccccc3)c(=O)c3cc4c(cc32)OCO4)c1	2%	nt	1%	2%	-6%	nt	5%	nt
Cc1cccc(-n2c(SCC(=O)Nc3nnc(C)s3)nnc2-c2ccoc2C)c1	-3%	-3%[10 µM]	4%	-7%	-1%	-3%	3%	-2%
Nc1ncnc2c1cnn2C1CCCCC1	-12%	-11%[10 µM]	-8%	-2%	-1%	-1%	-4%	-1%
Cc1cc2n(c1)CCn1c(C)ccc1-2	-24%	8%	?	?	21%	nt	-27%	-13%
O=C(O)c1ccc(S(=O)(=O)N[C@H](Cc2c[nH]c3ccccc23)C(=O)O)cc1	-11%	nt	nt	nt	-1%	-4%	nt	-3%
CCCSc1ncc(Cl)c(C(=O)Nc2ccc(S(=O)(=O)N(C)c3ccccc3)cc2)n1	0%	nt	-13%	-2%	5%	nt	?	nt
COc1ccc(NC(=O)CNc2cc(S(=O)(=O)N3CCOCC3)ccc2NCC2CCCO2)cc1 (centres undefined)	-4%	-30%[inhibitor]	-2%	?	18%	-10%	-22%	-9%
